# VIM-2 inhibitor – blocks Pseudomonas aeruginosa VIM-2 metallo-beta-lactamase; purified VIM-2, nitrocefin hydrolysis, epi-absorbance fluorescence; inhibition, % at 5.6 µM; 290,000 compounds, 0.89% hits; AID 1527;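 active = inhibition above the mean of all tested compounds plus 3 SD, cutoff set per screening run, cut at about 7.5% in these data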;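 also: red hydrolysis product quenches plate fluorescence so inhibitors raise well fluorescence; 0% = enzyme with DMSO and 100% = DMSO without enzyme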
# MEKK3 PB1 HTS – raises or lowers MEK5 binding to the human MEKK3 PB1 domain; binding response (% of control), % at 10 µM; Q99759; 290,000 compounds, 1.4% hits; bead-based flow cytometry, Alexa488-MEK5 binding to MEKK3; actives lie on both sides; 0 = blocked by unlabeled MEK5, 100 = vehicle; AID 1529;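 active = binding response more than 3 SD above or below the average of its plate-row segment, actives on both sides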;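 also: Alexa488 bead fluorescence after subtracting the streptavidin-only scavenger bead signal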
# Target sequence (Q99759 whole entry, looked up, the tested form may be a part): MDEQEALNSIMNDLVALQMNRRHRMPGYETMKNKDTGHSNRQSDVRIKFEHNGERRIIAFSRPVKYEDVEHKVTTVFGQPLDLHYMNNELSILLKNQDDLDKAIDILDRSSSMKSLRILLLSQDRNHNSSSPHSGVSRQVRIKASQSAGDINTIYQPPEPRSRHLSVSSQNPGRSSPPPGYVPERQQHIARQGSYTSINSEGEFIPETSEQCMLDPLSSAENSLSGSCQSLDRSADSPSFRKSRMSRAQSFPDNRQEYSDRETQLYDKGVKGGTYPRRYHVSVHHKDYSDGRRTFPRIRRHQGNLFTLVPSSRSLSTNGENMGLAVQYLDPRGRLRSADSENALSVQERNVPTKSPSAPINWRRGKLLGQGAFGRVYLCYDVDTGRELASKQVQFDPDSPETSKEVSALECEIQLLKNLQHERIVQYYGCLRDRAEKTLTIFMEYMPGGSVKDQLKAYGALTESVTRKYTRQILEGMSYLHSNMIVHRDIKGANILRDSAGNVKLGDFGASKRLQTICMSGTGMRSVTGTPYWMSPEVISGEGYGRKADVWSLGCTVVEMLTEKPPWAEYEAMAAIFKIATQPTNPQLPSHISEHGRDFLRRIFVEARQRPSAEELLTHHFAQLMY
# IDE cell activ – activators of human insulin-degrading enzyme in cells. 340,000 compounds, 0.073% hits. activation, % at 5.96 µM. AID 493087. HEK cells, FAbeta-B cleavage, fluorescence polarization; 0% vehicle, 100% cell-free pure enzyme wells;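 active = activation above the mean of all tested compounds plus 3 SD, set per screening campaign, cut at about 17% in these data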
# HCV NS3 hel inh – blocks Hepatitis C virus NS3 helicase unwinding. 290,000 compounds, 0.56% hits. NS3 helicase DNA unwinding, Cy5 molecular beacon fluorescence. inhibition, % at 10.9 µM;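 active = inhibition above the mean of all tested compounds plus 3 SD, set per campaign, cut at about 35% in these data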;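 also: 0% = DMSO wells and 100% = thioflavine S control wells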
#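 Assay system – hepatitis C virus NS3 helicase domain fragment enzyme · Buffer or medium – MOPS pH 6.5, MgCl2, DTT, Tween20, BSA · Reagent – Cy5/quencher beacon DNA duplex and ATP to start · Compound – single 10.9 µM dose · Timing – 1 h at 25 °C · Technique – Cy5 beacon fluorescence read at start and 1 h · Measure – % inhibition of unwinding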
# PHOSPHO1 block – inhibitors of human PHOSPHO1 phosphatase. 290,000 compounds, 1.1% hits. AID 1565. recombinant PHOSPHO1, absorbance phosphatase assay. Q8TCT1. inhibition, % at 13.3 µM; in the data active = inhibition above about 60%
# Target sequence (Q8TCT1 whole entry, looked up): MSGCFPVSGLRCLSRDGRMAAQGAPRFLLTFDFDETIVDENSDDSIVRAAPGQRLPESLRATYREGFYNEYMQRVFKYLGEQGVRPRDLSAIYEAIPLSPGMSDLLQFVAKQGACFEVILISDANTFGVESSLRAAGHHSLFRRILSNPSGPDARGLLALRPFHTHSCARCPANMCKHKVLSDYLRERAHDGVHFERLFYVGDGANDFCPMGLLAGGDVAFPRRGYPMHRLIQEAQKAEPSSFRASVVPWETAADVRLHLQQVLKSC
# pCIP destab – lowers stability of the mouse p/CIP coactivator protein; Q05BA5; F442A p/CIP-EGFP cells, EGFP fluorescence, 16 h; decrease of EGFP signal, % at 10 µM; 290,000 compounds, 0.01% hits; AID 1984;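 active = EGFP signal decrease of at least 30% at 10 µM or well 3 SD below plate mean, unless failing retest; inactive = the rest, including hits failing retest or dose response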; also: some compounds called inactive have numbers as strong as hits; many of its hits are not listed in these tables
# IMP-1 inhibitor – blocks Pseudomonas aeruginosa IMP-1 metallo-beta-lactamase. purified IMP-1, nitrocefin hydrolysis, epi-absorbance fluorescence. inhibition, % at 5.6 µM. 290,000 compounds, 0.45% hits. AID 1556;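 active = inhibition above the mean plus 3 SD of all compounds in the same screening run, cut at about 4.5% in these data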;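 also: 0% = IMP-1 with DMSO and 100% = DMSO wells lacking enzyme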
#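 System – purified recombinant IMP-1 beta-lactamase · Input – IMP-1 dispensed at 0.2 nM · Timing – 15 min preincubation plus 25 min reaction at 25 °C · Signal – Epi-absorbance fluorescence, 480 nm excitation, 530 nm emission · Measure – percent IMP-1 inhibition derived from blank-referenced optical density · Controls – Enzyme-plus-DMSO low control, enzyme-free DMSO high control · Replication – singlicate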
# FID counter – displaces DNA intercalator in HCV helicase counter-screen. inhibition, % at 7.9 µM. DNA fluorescent intercalator displacement, fluorescence. AID 1845. 290,000 compounds, 0.17% hits; in the data active = inhibition above about 37%;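 also: 0% = vehicle and 100% = reference compound; higher means more ethidium bromide displaced from hairpin DNA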
# UBC9 SUMO inh – inhibitors of human SUMOylation (UBC9); P63279; HTRF SUMOylation assay, SAE1/SAE2 + UBC9, in vitro; inhibition, % at 35 µM; 290,000 compounds, 0.36% hits; AID 2006; in the data active = inhibition above about 50%, passing the limit was not always enough; also: strong numbers were not always called active
# Target sequence (P63279 whole entry, looked up): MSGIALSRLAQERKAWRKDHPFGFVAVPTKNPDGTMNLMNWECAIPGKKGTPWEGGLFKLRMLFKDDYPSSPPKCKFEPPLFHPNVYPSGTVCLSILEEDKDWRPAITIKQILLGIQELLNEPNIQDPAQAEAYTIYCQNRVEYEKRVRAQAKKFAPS
# Starred values were filed as active, the others as inactive; · = not tested or not shown; [ ] = another dose, or the depositor's remark.
SMILES,VIM-2 inhibitor,MEKK3 PB1 HTS,IDE cell activ,HCV NS3 hel inh,PHOSPHO1 block,pCIP destab,IMP-1 inhibitor,FID counter,UBC9 SUMO inh
Cc1ccc(NC(=O)c2ccc(NCCN)c([N+](=O)[O-])c2)cc1Cl,-0.5,106,-4,-86,-18,1,-2.9,26,-8
COc1ccc(N(C(=O)c2cccnc2)S(=O)(=O)c2cccc([N+](=O)[O-])c2)cc1,-6.6,107,5,-2,25,-2,-3.7,6,1
COc1ccc(OC)c(C(=O)NC2CC(C)(C)Cc3c2cnn3-c2ccccc2)c1 (configuration not stated),1.3,100,5,-9,30,-5,0.6,-50,18
COc1nccnc1NS(=O)(=O)c1ccc(N)cc1,-1.9,96,1,2,32,-4,-1.3,-2,0
C/C(=N\NC(=O)CCCNc1cccc(C)c1)c1ccncc1,-4.5,89,1,5,18,-2,-2.3,-2,24
COc1ccc(NS(=O)(=O)c2ccc(N/N=C(\C)c3ccncc3)c([N+](=O)[O-])c2)cc1,-4.8,102,4,-16,-35,-11,-1.9,-1,14
CN1C(=S)N(c2cccnc2)C(=O)/C1=C\c1ccc(N(C)C)cc1,-0.9,102,-29,-1,-4,-22,-2.1,2,27
Cc1ccn2c(CNCC3COCCO3)c(C(=O)N3CCCCCC3)nc2c1 (configuration not stated),-2.1,98,5,-1,16,-8,-5.9,-4,-4
O=C1c2ccccc2C(=O)c2c(NCCCN(CCO)CCO)cccc21,22*,106,·,4,48,-20,-3.8,89*,-16
Cc1cccc(CN2CCN(C3CCCC3)C(CCO)C2)n1 (configuration not stated),-3.0,105,-1,15,18,-10,-3.5,2,-6
Cc1cc(C)cc(N(CC(=O)NCCSCc2ccccc2)S(C)(=O)=O)c1,-2.5,106,5,4,37,-8,-4.1,-35,4
C=CCN(CC=C)C(=O)c1cccc(OC2CCN(CC(C)(C)C)CC2)c1,-0.5,109,1,-3,14,4,-0.7,2,4
CN(C(=O)Cc1noc2ccccc12)c1ccccc1,-3.0,103,4,-7,-11,4,-0.3,2,-8
CC(C)CC(=O)/C(=C/c1ccc(N(C)C)cc1)n1cncn1,-0.4,69*[inhibitor],-7,-2,24,-9,-4.0,-16,2
Cn1c(N2CCC(C(N)=O)CC2)nc2c1c(=O)n(Cc1ccc(Br)cc1)c(=O)n2C,-4.0,98,5,-8,·,·,2.5,-18,·
O=C1CC(C2CCCO2)C(=O)N1c1cccc(Cl)c1 (configuration not stated),-3.5,100,-7,-1,14,8,-2.4,0,-16
N#C/C(=C\c1ccc(-c2ccc(C(=O)O)cc2)o1)C(=O)NCC1CCCO1 (configuration not stated),-1.0,98,5,4,-2,0,-1.7,-8,-8
N/C(=N\OC(=O)CCC1CCCC1)c1ccc(Cl)cc1,0.6,100,2,-11,5,5,-1.3,-8,8
Cn1nc(C(F)(F)F)c(C(=O)Nc2cccc(C(F)(F)F)c2)c1SCc1ccc(Cl)cc1,-3.2,110,4,-14,0,-1,-1.8,-13,-48
COc1ccc(Cl)cc1N1C(=O)C2CCCN2C1c1ccc(F)c(F)c1 (configuration not stated),0.0,99,1,4,-20,4,-1.5,-3,-4
CCC(=O)N/N=C/c1ccc(-c2ccc(Cl)cc2)o1,-3.8,100,-3,-3,33,-5,-0.7,5,19
O=C(NCC1COc2ccccc2O1)c1ccc(NC(=O)c2ccco2)cc1 (configuration not stated),-2.1,92,1,4,3,-5,-5.5,-16,6
Cn1c(-c2cccs2)[n+](C)c2ccccc21,-0.3,98,4,5,28,6,-3.8,0,9
Cc1ccc(CC(NC(=O)c2ccccc2)C(=O)NC(C)C(=O)O)cc1 (configuration not stated),-3.3,100,5,2,5,-6,-3.9,-6,4
CCN(c1ccc(C)cc1C)S(=O)(=O)c1nnc(NC(=O)C(C)(C)C)s1,-2.8,106,1,-6,34,-12,-0.7,-31,4
Cc1cc(=O)oc2cc(OCCSCCN3CCCC3)ccc12,4.8,107,·,-2,51,-6,-1.2,2,28
O=C(CNC(=O)c1cccs1)OCC(=O)c1ccccc1Cl,0.1,113,-4,-3,16,4,-1.7,-4,7
CC(C)N(Cc1nccn1C)C(=O)c1ccc2oc(CCCc3ccccc3)nc2c1,-1.4,100,-4,-62,18,-14,-4.8,2,-23
O=C1c2ccc(Oc3ccc4c(c3)C(=O)N(CCCO)C4=O)cc2C(=O)N1CCCO,1.4,92,4,-1,-32,-5,0.4,-16,14
CCCNS(=O)(=O)c1cc2c3c(c1)C(C)C(=O)N3CCC2 (configuration not stated),-1.6,100,3,3,50,7,-0.4,-3,1
COc1ccc(C(c2sc3nc(C)nn3c2O)N2CCC(C(N)=O)CC2)cc1OC (configuration not stated),-0.6,92,4,0,23,-2,-1.4,-12,-8
C(=N\N1CCN(c2ccccc2)CC1)/c1ccccc1,-2.5,105,-8,-2,43,-13,-3.9,2,16
CCCCn1c(=N)n(CC(=O)c2ccc(Br)s2)c2ccccc21,-3.3,98,4,-54,-5,8,-2.2,18,2
CCN(CC(=O)NC(C)C)Cc1nc2c(Br)cc(Br)cc2c(=O)[nH]1,-2.7,101,4,14,46,0,-2.1,-22,16
CCCCCCCC1CC(CSc2ncn[nH]2)OC1=O (configuration not stated),0.3,95,2,-1,3,-5,-3.9,-17,-2
COc1ccc2c(c1)cc1c(=O)n(CC(=O)NCCCOC(C)C)nc(C)n12,0.6,104,-5,-6,46,-9,0.4,-27,4
C=CCn1c(CCNC(=O)c2ccccc2F)nnc1SCC(=O)Nc1ccc(OC)cc1,-1.5,92,4,3,32,12,-1.2,-24,12
CCC(C)(C)NC(=O)C(c1ccccc1F)N(C(=O)c1ccn[nH]1)c1ccccc1 (configuration not stated),-4.8,97,3,1,-15,-16,-5.6,-30,-13
CCC(CC)NC(=O)COC(=O)CCC(=O)c1ccc(Cl)cc1,-3.2,109,4,6,6,30,-5.3,-21,1
O=C(CCl)Nc1ccccc1Sc1ccccc1,-4.9,104,1,-3,6,9,-1.7,-1,2

# Single records (already shown). Order of values: VIM-2 inhibitor, MEKK3 PB1 HTS, IDE cell activ, HCV NS3 hel inh, PHOSPHO1 block, pCIP destab, IMP-1 inhibitor, FID counter, UBC9 SUMO inh
# Entry for `O=C(CNC(=O)c1cccs1)OCC(=O)c1ccccc1Cl` → 0.1, 113, -4, -3, 16, 4, -1.7, -4, 7
# Entry for `Cc1ccn2c(CNCC3COCCO3)c(C(=O)N3CCCCCC3)nc2c1` (configuration not stated) → -2.1, 98, 5, -1, 16, -8, -5.9, -4, -4
# Entry for `CN(C(=O)Cc1noc2ccccc12)c1ccccc1` → -3.0, 103, 4, -7, -11, 4, -0.3, 2, -8

# (continued)
SMILES,VIM-2 inhibitor,MEKK3 PB1 HTS,IDE cell activ,HCV NS3 hel inh,PHOSPHO1 block,pCIP destab,IMP-1 inhibitor,FID counter,UBC9 SUMO inh
O=C(CSc1nc2c(cnn2-c2ccccc2)c(=O)[nH]1)N1CCCCC1,-0.3,103,2,0,33,0,-2.6,-3,6
CCOC(=O)N1CCN(C(=O)CN(c2ccc(Oc3ccccc3)cc2)S(C)(=O)=O)CC1,-1.0,98,-1,-7,-11,-6,-2.5,-47,18
O=C(CNC(=O)/C(=C\c1ccc(F)cc1)NC(=O)c1ccccc1)OCc1ccccc1,-2.8,99,-1,7,36,-1,-2.6,-17,-7
COc1ccc(CCNC(=O)CSc2nnc(CNc3ccc(Cl)cc3)o2)cc1OC,-2.4,99,4,-2,-14,4,-2.2,-11,7
NC(=O)c1nnn(-c2ccccc2)c1N,-5.6,91,8,5,-1,-18,-3.0,3,18
CC1(C)Oc2ccc(NC(=O)C3COc4ccccc4O3)cc2O1 (configuration not stated),-2.1,102,-2,-4,-33,-18,-1.7,-12,22
CN(C(=O)CSc1nnc(C(F)(F)F)n1N)C1CCS(=O)(=O)C1 (configuration not stated),-2.8,102,6,5,45,-7,-2.5,-2,24
O=C(C1CCCO1)N1CCN(C(c2ccccc2)c2ccccc2)CC1 (configuration not stated),-4.8,100,-4,1,32,14,-3.2,-21,2
CCOC(=O)C1(CCOc2ccccc2)CCN(Cc2cccc(F)c2)CC1,-4.0,99,1,-3,14,-16,-2.5,3,-17
N#Cc1c(Nc2cccc(F)c2)sc2c(O)cc(=O)[nH]c12,-2.4,105,·,31,-8,-10,-4.2,-7,19
COc1cccc(NC(=S)NCc2ccccc2)c1,-1.3,109,-3,4,·,-26,-4.5,-6,16
Cc1ccc(-c2nnn(CC(=O)Nc3nnc(C(C)C)s3)n2)cc1,-0.6,95,7,6,28,-7,-2.5,-2,15
CCc1ccc(NC(=O)C(C)n2nc(C)c([N+](=O)[O-])c2C)cc1 (configuration not stated),-0.3,68*[inhibitor],-1,0,-21,29,-1.8,0,-21
COc1ccc(-c2nnc3c4ccccc4c(C)nn23)cc1,7.3,109,1,-22,21,4,-2.0,-17,12
Cn1nc(-c2ccccc2)c(-c2nc(-c3cccc(C(F)(F)F)c3)no2)c1Cl,-3.0,96,3,-1,15,1,-0.5,1,-13
O=C(N/N=C/c1ccco1)c1ccncc1,-3.9,102,1,-5,10,-2,-0.3,2,-4
Cc1cnc(C(=O)Nc2nnc(C3CC3)s2)cn1,-4.6,101,1,8,8,-3,-2.6,1,23
COc1ccc(OCC(O)CNC(=O)Nc2ccc(C(C)(C)C)cc2)cc1 (configuration not stated),-0.5,90,0,5,3,-6,0.1,-19,5
N=c1sccn1CC(=O)Nc1cccc(Oc2ccccc2)c1,-2.7,·,1,-40,38,-13,-5.3,34,1
Cc1cc(-c2ccc(C)c(S(=O)(=O)NCCc3ccc(S(N)(=O)=O)cc3)c2)on1,-3.1,102,-3,1,33,-7,-4.8,-18,0
COc1ccc(/C=C/c2nc(N)nc(-c3ccccc3O)n2)cc1OC,0.6,98,-5,3,-16,4,-0.6,0,-20
Cc1ccc2nc(-c3sc4nc(C)cc(C)c4c3N)[nH]c2c1,-3.2,98,2,18,-38,5,0.5,-5,11
O=C(CSc1ncnc2ccccc12)Nc1cccc(S(=O)(=O)N2CCOCC2)c1,-2.7,96,-1,-2,24,9,-3.1,-21,25
CCc1cc(C(=O)c2ccccc2OC)c(N)s1,-2.1,109,1,-7,-3,-8,-2.3,-9,9
O=C(C1c2ccccc2C(=O)N2CCc3ccccc3C12)N1CCN(Cc2ccccc2)CC1 (configuration not stated),-0.8,91,4,-5,23,-5,-1.0,-29,-4
Cc1ccc(/C=C2/NC(=O)N(Cc3ccccc3F)C2=O)o1,-1.8,102,-10,13,9,2,-3.0,-21,5
Cc1nc(=O)c(-c2ccccc2)c(C)n1CCO,-0.9,94,3,6,30,-15,0.0,1,31
COc1ccc(NC(=O)CCC(=O)OCc2ccc(C(=O)Oc3ccc(Cl)cc3)cc2)cc1,0.4,94,-1,4,5,-2,-1.3,-1,-2
O=C(OCC(=O)c1cccs1)c1ccccc1,-2.3,97,1,6,-15,-12,-2.4,-1,-14

# Bioassay records as filed in PubChem BioAssay.

# This is a subset; rates above refer to the full screens.
